# TMEM16A act: TMEM16A chloride channel activators or potentiators, primary screen, cell-based, HTS; B-score at 10 µM; Anoctamin-1 (Mus musculus), Q8BHY3; 340,000 tested, 0.3% active; HEK293 TMEM16A/YFP-H148Q/I152L, iodide quench fluorescence; stronger effect = lower value;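 active = fluorescence-ratio B-score plate-corrected deviation score at least 3 library SD below zero, with starting fluorescence score within 5 deviations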;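 note: channel opened by trigger with iodide after compound preincubation; score built on the fluorescence ratio of max minus min over baseline; more negative score means more quench and so TMEM16A activation or potentiation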
# Target sequence (Q8BHY3 whole entry, looked up): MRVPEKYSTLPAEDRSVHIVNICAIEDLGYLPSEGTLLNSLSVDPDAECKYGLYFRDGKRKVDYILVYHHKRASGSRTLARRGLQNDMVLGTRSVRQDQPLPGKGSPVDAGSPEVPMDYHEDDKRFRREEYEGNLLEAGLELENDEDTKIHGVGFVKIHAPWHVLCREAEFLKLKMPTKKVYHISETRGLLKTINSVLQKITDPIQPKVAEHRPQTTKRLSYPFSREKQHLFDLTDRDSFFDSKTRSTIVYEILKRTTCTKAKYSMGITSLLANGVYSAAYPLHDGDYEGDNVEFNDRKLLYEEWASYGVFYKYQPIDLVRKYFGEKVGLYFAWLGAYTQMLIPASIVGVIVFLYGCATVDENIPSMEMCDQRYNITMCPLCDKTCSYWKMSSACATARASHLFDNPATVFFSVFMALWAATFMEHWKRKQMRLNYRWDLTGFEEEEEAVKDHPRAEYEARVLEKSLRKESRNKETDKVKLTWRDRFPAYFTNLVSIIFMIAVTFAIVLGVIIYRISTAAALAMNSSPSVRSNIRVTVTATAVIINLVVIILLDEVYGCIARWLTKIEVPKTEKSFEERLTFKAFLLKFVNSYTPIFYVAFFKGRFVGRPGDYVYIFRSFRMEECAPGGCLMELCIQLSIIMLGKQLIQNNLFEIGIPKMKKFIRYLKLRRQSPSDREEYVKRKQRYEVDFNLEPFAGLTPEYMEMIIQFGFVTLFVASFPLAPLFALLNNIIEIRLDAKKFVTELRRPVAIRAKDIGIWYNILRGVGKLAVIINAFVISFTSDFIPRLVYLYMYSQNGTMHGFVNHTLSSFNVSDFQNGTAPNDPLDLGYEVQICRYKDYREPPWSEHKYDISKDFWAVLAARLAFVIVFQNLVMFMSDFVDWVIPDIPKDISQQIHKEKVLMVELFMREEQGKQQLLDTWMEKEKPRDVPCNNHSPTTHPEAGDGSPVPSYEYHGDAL
# An asterisk follows results filed as active; i = inactive. This is a subset, so the mix of outcomes need not match the whole.
compound	TMEM16A act
CN(C)C(CNC(=O)c1cccc(S(=O)(=O)Nc2ccccc2Cl)c1)c1ccccc1 (centres undefined)	i
COc1cc2oc(=O)cc(-c3ccc(-c4ccc(CO)cc4)cc3)c2c(OC)c1OC	i
CCOC(=O)c1sc2ncn(CC(=O)Nc3cc(C)on3)c(=O)c2c1C	i
COc1ccc(C2/C(=C(/O)c3ccc(F)cc3)C(=O)C(=O)N2CCCN(C)C)cc1 (centres undefined)	i
O=C1[C@@H](Oc2ccccc2)[C@@H](c2cccnc2)N1c1ccccc1	i
CCCn1c(SCC(=O)N(C)CC(=O)Nc2ccc(C)cc2)n[nH]c1=O	i
O=C(Nc1nccs1)c1nc[nH]c1C(=O)N1CCN(c2ccccc2)CC1	i
O=C(/C=C/c1ccccc1)Nc1cc(S(=O)(=O)N2CCOCC2)ccc1N1CCOCC1	i
Cc1ccc(S(=O)(=O)NCCC(=O)NCC(c2cccs2)N(C)C)cc1C (centres undefined)	i
CC(=O)c1ccc(N(CC(=O)NC2CCS(=O)(=O)C2)S(=O)(=O)c2ccc(Cl)cc2)cc1 (centres undefined)	i
O=C(C=Cc1ccccc1Cl)c1ccccc1	i
CCOc1ccccc1C(=O)NCC(=O)OCc1csc(CC(=O)Nc2ccc(C)cc2)n1	i
CCOC(=O)C1=CN(CC)S(=O)(=O)NC1c1cccc(OC)c1 (centres undefined)	i
O=C(Nc1cccc(S(=O)(=O)N2CCCCC2)c1)c1cc2ccccc2o1	i
CC(=O)c1cccc(NC(=O)C(C)OC(=O)CN2C(=O)NC(C)(C)C2=O)c1 (centres undefined)	i
Cc1ccc(/C=C/C(=O)OCC(=O)NCc2cccs2)o1	i
Cc1cccc(Oc2ccccc2NC(=O)CSCC(=O)Nc2cc(C)on2)c1	i
O=C(NCC1CCCO1)c1cc2c(s1)CCCC2 (centres undefined)	i
COc1ccc(CN2C(=O)C(C)Nc3ncnc(N4CCOCC4)c32)cc1 (centres undefined)	i
CC1CCC(O)(C(C(=O)O)c2ccccc2)CC1 (centres undefined)	i
O=C(O)C1(Nc2ccc(Br)cc2)CCCC1	i
COc1cccc(CNC(=O)c2cccc(NC(=O)CC3SC(N4CCCCC4)=NC3=O)c2)c1 (centres undefined)	i
O=C(NCCCN1CCOCC1)c1cc(S(=O)(=O)N2CCOCC2)c(Cl)cc1Cl	i
CC1(C)C(=O)Nc2ccccc2N1C(=O)COc1ccccc1C#N	i
CC1Cc2ccccc2N1S(=O)(=O)c1cccc(C(=O)NCc2ccncc2)c1 (centres undefined)	i

# Part of the list above in order of length of the SMILES, rising.
compound	TMEM16A act
CC1CCC(O)(C(C(=O)O)c2ccccc2)CC1 (centres undefined)	i
Cc1ccc(/C=C/C(=O)OCC(=O)NCc2cccs2)o1	i
CCOC(=O)C1=CN(CC)S(=O)(=O)NC1c1cccc(OC)c1 (centres undefined)	i
COc1ccc(CN2C(=O)C(C)Nc3ncnc(N4CCOCC4)c32)cc1 (centres undefined)	i
Cc1cccc(Oc2ccccc2NC(=O)CSCC(=O)Nc2cc(C)on2)c1	i
O=C(Nc1nccs1)c1nc[nH]c1C(=O)N1CCN(c2ccccc2)CC1	i
O=C1[C@@H](Oc2ccccc2)[C@@H](c2cccnc2)N1c1ccccc1	i

# New compounds follow:
compound	TMEM16A act
Cc1cc(C(=O)NNC(=O)c2ccccc2O)c(C)o1	i
COc1ccc(NC(=O)CNC(=O)C2CCCCC2)cc1OC	i
Nc1ccc(-c2nnn(Cc3ccccc3)n2)cc1	i
COc1ccc(-c2ccc(C(c3c(C)[nH][nH]c3=O)c3c(C)[nH][nH]c3=O)o2)c([N+](=O)[O-])c1	i
COc1cccc(-c2c(-c3cc(OC)cc(OC)c3)n(C)c3ccc(-c4ccc(OC)nc4)cc23)c1	i
O=C1NC(CCO)C(=O)NC1CCO (centres undefined)	i
Nc1nnc(SCC(=O)NNC(=O)c2ccc(Cl)cc2)s1	i
CC(NC(=O)COC(=O)C1CC1C)c1cccc(Cl)c1 (centres undefined)	i
O=C(CSc1nc2scc(-c3cccs3)c2c(=O)n1CCc1ccccc1)N1CCCC1	i
COc1ccc(NS(=O)(=O)c2cc(NC(=O)COc3ccccc3)ccc2N2CCOCC2)cc1	i
NC(=O)C1CCCN(C(=O)c2cccc(S(=O)(=O)N3CCCCCC3)c2)C1 (centres undefined)	i
Nc1ccc2c(c1)C(O)c1cccc(C(=O)O)c1-2 (centres undefined)	i
COc1cc2nc(CN(C)CC(=O)Nc3ccc(N4CCOCC4)cc3)[nH]c(=O)c2cc1OC	i
O=C(COC(=O)c1cccc(F)c1)NC(=O)NC1CCCC1	i
CN(C)S(=O)(=O)c1cccc(C(=O)OCC(=O)Nc2ccc3c(c2)OCCO3)c1	i
O=C(NCC1COc2ccccc2O1)c1c[nH]c2ccc(S(=O)(=O)N3CCOCC3)cc2c1=O (centres undefined)	i
O=C(CNC(=O)C1CC1)Nc1ccc(F)c(F)c1F	i
Cc1ccc(NC(=O)c2nc[nH]c2C(=O)N[C@H](C)c2ccccc2)cc1	i
COc1ccc(S(=O)(=O)Nc2ccccc2C(=O)NN2CCOCC2)cc1OC	i
C[C@H](CO)N1C[C@H](C)[C@@H](CN(C)Cc2ccc3c(c2)OCO3)Oc2ccc(NC(=O)Cn3cnnn3)cc2C1=O	i
CC(C)C(=O)Nc1cc(S(=O)(=O)N2CCOCC2)ccc1N1CCCCC1	i
CCCN(CC(=O)Nc1ccccc1OC)C(=O)c1cc(-c2ccccc2)nn1-c1ccccc1	i
O=C(NCC(c1ccco1)N1CCCC1)c1cn(Cc2ccccc2)nc1-c1ccccc1 (centres undefined)	i
Cc1nn(CC(=O)OCC(=O)c2ccccc2)c(C)c1[N+](=O)[O-]	i
COCCN(C(=O)COC(=O)/C=C/c1ccc(SC)cc1)c1c(N)n(Cc2ccccc2)c(=O)[nH]c1=O	i

# Additional compounds follow:
compound	TMEM16A act
CCCCNc1ccc(C(F)(F)F)cc1S(=O)(=O)NCCc1ccc(F)cc1	i
CCOC(=O)c1c(NC(=O)COC(=O)CCOc2cc(C)ccc2C)sc(C(=O)N(C)C)c1C	i
COc1cc(C(=O)NCC(=O)NCCCSc2ccccc2)cc(OC)c1OC	i
C=C[C@@H]1c2cc(C)ccc2N(S(=O)(=O)c2ccc(C)cc2)[C@H](c2ccc(OC(C)=O)cc2)C1(C#N)C#N	i
CC(OC(=O)/C=C/c1ccco1)C(=O)NC1CCCCC1C (centres undefined)	i
CCOc1ccc(OCC(=O)OCC(=O)NCC2CCCO2)cc1 (centres undefined)	i
CC1CN(C2CCCCC2)C(=O)NC1=O (centres undefined)	i
O=C(COC(=O)c1ccc(O)cc1)c1ccc(S(=O)(=O)N2CCCCC2)cc1	i
O=C(C=Cc1ccccc1)NCCNC(=O)C=Cc1ccccc1	i
C[n+]1c(-c2ccccc2)cc2c(=Cc3ccccc3)c3ccccc3n21	-10*
Cc1cnc(C(=O)OCC(=O)NC(C)c2ccccc2)cn1 (centres undefined)	i
COc1ccc([C@H]2CC(=O)C=C(c3ccc(-c4ccccc4)c(F)c3)C2)cc1	i
COc1ccc(CN(C)C(=O)c2cc(S(=O)(=O)NCc3ccccc3)ccc2C)c(OC)c1	i
CN1C(=O)CCC2(c3ccccc3)CC=C(O)C=C12 (centres undefined)	i
O=C1NC[C@H](c2ccccc2)OC(=O)[C@H](Cc2ccc(F)cc2)C/C=C\C[C@H]1CC(=O)N(CCO)Cc1ccccc1	i
O=c1cc(-c2ccc(O)cc2)oc2c1ccc1ccccc12	i
COc1ccccc1CC(=O)c1ccccc1OC	i
O=C(Nc1cccc(S(=O)(=O)N2CCCCC2)c1)c1cncc(Br)c1	i
COc1ccc([C@@]23Oc4cc(OC)cc(OC)c4[C@]2(O)[C@H](O)[C@H](C(=O)N(C)C)[C@H]3c2ccccc2)cc1	i
CC(Oc1nc2c(c(=O)n(C)c(=O)n2C)n1C)C1CCCCC1 (centres undefined)	i
CC(C)n1ncc2c(C(=O)NCCc3ccc(F)cc3)cc(C3CC3)nc21	i
O=C(/C(=C/c1ccncc1)n1ccnc1)c1ccc(Cl)cc1Cl	i
Cc1ccc(C(=O)Nc2cccc(S(=O)(=O)N3CCCCC3)c2)cc1S(=O)(=O)N1CCOCC1	i
O=C(O)c1cccc(-c2ccccc2)c1O	i
Fc1ccc2cnc(-c3ccccc3)c(-c3ccc(C(F)(F)F)cc3)c2c1	i

# Following part
compound	TMEM16A act
CCOc1ccc(NC(=O)COC(=O)C2CC2C)cc1 (centres undefined)	i
O=C(CSc1ccccc1)NNC(=O)c1ccncc1	i
CC(NC(=O)CN1C(=O)NC(c2ccccc2)(c2ccccc2)C1=O)c1cccs1 (centres undefined)	i
COc1ccccc1C(=O)N=Nc1c(O)[nH]c2ccc([N+](=O)[O-])cc12	i
COc1cccc(-c2nnc(-c3ccc4ccccc4c3)o2)c1	i
COc1ccc(N2CCN(C(=O)CNC(=O)c3ccc4ccccc4c3)CC2)cc1	i
O=C1c2ccccc2CCc2ccc(Br)cc21	i
COCCN(C(=O)c1ccc(COc2ccccc2)o1)c1c(N)n(CC(C)C)c(=O)[nH]c1=O	i
COc1ccc(NC(=O)COc2ccc(N(C)S(=O)(=O)c3ccc(Cl)cc3)cc2)cc1	i
Cc1ccc(OCCNc2ccc(S(=O)(=O)N3CCCC3)cn2)cc1	i
Cc1ccc(C)c(-c2csc(NC(=O)c3c(C)noc3C)n2)c1	i
CCc1ccccc1NC(=O)CN(C)C(=O)Cn1cnc2ccc(Cl)cc2c1=O	i
CC(=O)Nc1ccc(NC(=O)c2cccc(S(=O)(=O)N3CCCCCC3)c2)cc1	i
CCC(CC)NC(=O)CSc1ccc(S(=O)(=O)N2CCCCC2)cn1	i
O=C(NNC(=O)OCc1ccccc1)OCc1ccccc1	i
CCOc1ncccc1C(=O)OCC(=O)NCc1ccccc1	i
O=C(N=Nc1c(O)[nH]c2ccc(F)cc12)c1ccc(NS(=O)(=O)c2cccs2)cc1	i
CCc1ccc(C(=O)C(C)OC(=O)CN2C(=O)NC3(CCCC3)C2=O)cc1 (centres undefined)	i
Cc1onc(-c2ccccc2)c1C(=O)OCC(=O)Nc1ccc(OC(F)(F)F)cc1	i
Cc1ccc(S(=O)(=O)NCCC(=O)OC(C)C(=O)NC2CC2)cc1 (centres undefined)	i
O=S(=O)(Nc1ccccc1F)c1cccc(NC(=S)NCCN2CCOCC2)c1	i
O=C(c1ccc2ccccc2n1)N1CCN(S(=O)(=O)c2ccc(Cl)cc2)CC1	i
Cc1ccc(CNC(=O)c2ccc(C)c(S(=O)(=O)N3CCCCC3)c2)cc1	i
CCN(CC)S(=O)(=O)c1ccc(NC(=O)CSc2nc3nc(C)cc(C)c3c(=O)[nH]2)cc1	i
CC(=O)NC1CC2CCCC(C1)N2C(=O)Nc1cccc(Cl)c1 (centres undefined)	i

# (listing goes on)
compound	TMEM16A act
O=S(=O)(c1ccc(F)cc1)N1CCN(CC(O)COCc2ccccc2)CC1 (centres undefined)	i
CCN(CC)C(=O)c1nc[nH]c1C(=O)O[C@@H](C)c1ccccc1	i
COc1cc(C(=O)OCC(=O)c2ccc(S(=O)(=O)N3CCCCC3)cc2)cc(OC)c1OC	i
COc1cc(OC)cc(-c2c(C#Cc3ccsc3)c3cc(-c4ccc(OC)nc4)ccc3n2C)c1	i
CCOc1ccc(S(=O)(=O)N2CCC(C(=O)NCC(=O)Nc3cccc(Cl)c3C)CC2)cc1	i
CN(C)C(=O)c1ccc(NC(=O)COC(=O)CCN=C2NS(=O)(=O)c3ccccc32)cc1	i
CC(OC(=O)c1ccccc1C(=O)N(C)Cc1ccccc1)C(=O)NC1(C#N)CCCCC1 (centres undefined)	i
O=C(CN1C(=O)NC2(CCCCCC2)C1=O)N1CCCCC1	i
CN(Cc1ccccc1)C(=O)CNC(=O)C12CC3CC(CC(C3)C1)C2	i
COc1cccc(NC(=O)CN(C)C(=O)c2ccc(NC3CC3)c([N+](=O)[O-])c2)c1	i
Cc1c(C(=O)NNC(=O)c2csc(N3CCOCC3)n2)cccc1[N+](=O)[O-]	i
COCCn1c(COc2ccccc2)nnc1SCC(N)=O	i
CSCCC(NC(=O)c1ccccc1Cl)C(=O)N1CCCCC1 (centres undefined)	i
O=C(Cc1ccccc1)N1O[C@H]2C=C[C@@H]1CC2	i
c1nc(NCc2ccc3c(c2)OCO3)c2cc(-c3ccoc3)ccc2n1	i
O=C1CCC[C@@H]2CC(Nc3ccc(F)cc3F)C[C@@H]3CCN1[C@H]23 (some centres undefined)	i
CCCCn1c(N)c(N(CC(C)C)C(=O)c2ccc([N+](=O)[O-])o2)c(=O)[nH]c1=O	i
C[C@@H](NC(=O)Cn1ccc(N)nc1=O)c1cccc2ccccc12	i
N#CCCN(C(=S)NC(=O)c1cccs1)c1ccccc1F	i
CN(CC(=O)Nc1ccccc1C(F)(F)F)C(=O)CSc1nc(N)cc(N)n1	i
Cn1c(N)c(C(=O)CSc2nnc(C3CC3)n2-c2ccccc2)c(=O)n(C)c1=O	i
O=C(CCc1nc2ccccc2c(=O)[nH]1)N1CCN(c2ccccc2Cl)CC1	i
CC(Sc1nnnn1C1CC1)C(=O)N1CC(=O)Nc2ccccc21 (centres undefined)	i
C=CCN1C(=O)c2ccc(C(=O)N3CCC(C(=O)OCC)CC3)cc2C1=O	i
Cc1nc2ccc(NC(=O)C3CCCCC3)cc2s1	i
O=C(CCCSCCCC(=O)NN=Cc1ccccc1)NN=Cc1ccccc1	i
COc1cc(O)c2c(=O)c3c(O)c(O)ccc3oc2c1OC	i
CN1CCC(N(C)C(=O)c2cc(-c3ccccc3Cl)nc3ccccc23)CC1	i
